Compound activity deposited in PubChem by Southern Research Specialized Biocontainment Screening Center.
inhibitors of VEEV: inhibitors of VEEV TC-83 cytopathic effect, confirmation, Vero cells (AID 588727). actives 0.13% (n = 350,000). Vero cells, VEEV TC-83 cytopathic effect inhibition; higher % means a stronger effect. inhibition, % at 20 µM; hits with a dose series show IC50 in µM; in the data active = a potency from the dose series; inconclusive = inhibition mostly from about 14% at the one dose, without a potency; inactive = the rest, 99 in 100 with inhibition below about 12%; note: strong numbers were not always called active
H1N1 NS1A inhibition: H1N1 influenza NS1A inhibitors, functional cell based assay (AID 504329). inhibition, % at 12.5 µM; hits with a dose series show IC50 in µM. actives 0.3% (n = 340,000). NS1A functional cell-based assay, percent inhibition; higher % means a stronger effect; in the data active = a potency from the dose series; inconclusive = inhibition above about 27% without an active follow-up result; note: strong numbers were not always called active
M. tuberculosis HTS: M. tuberculosis growth inhibition, HTS (AID 449762). inhibition, % at 25 µM, or IC50 in µM where a hit was titrated. M. tuberculosis H37Rv growth inhibition, 7H9 media; higher % means a stronger effect. actives 0.59% (n = 330,000); in the data active = a potency from the dose series; inconclusive = inhibition above about 70% without an active follow-up result;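 note: bacterial growth assessed after seven days of incubation; strong numbers were not always called active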
M. tuberculosis: growth inhibition of non-replicating M. tuberculosis (AID 488890); Mycobacterium tuberculosis non-replicating, growth inhibition; higher % means a stronger effect; inhibition, % at 25 µM; hits with a dose series show IC50 in µM; actives 0.39% (n = 320,000); in the data active = a potency from the dose series; inconclusive = inhibition mostly from about 82% at the one dose, without a potency; inactive = the rest, 99 in 100 with inhibition below about 76%;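 note: plate controls were DMSO cells for no effect and high antibiotic wells for full effect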
PhoP GFP inhibition: PhoP regulon inhibitors, Salmonella typhi PhoP promoter GFP reporter, confirmatory (AID 1850). Salmonella Typhi PhoP-promoter GFP reporter, fluorescence, 4 h; higher % means a stronger effect. inhibition, % at 50 µM; hits with a dose series show IC50 in µM. actives 0.33% (n = 310,000); in the data active = a potency from the dose series; inconclusive = inhibition mostly from about 25% at the one dose, without a potency; inactive = the rest, 99 in 100 with inhibition below about 19%;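 note: 0% = induced wells with vehicle and 100% = uninduced wells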
inhibitors of VEEV 10K pilot screen: further read-out of inhibitors of VEEV, marked with its call; inhibition, %; measured here: 10K pilot screen inhibition
Active calls of the source: *.

`CC(Cl)C(=O)c1c(N)n(C)c(=O)n(C)c1=O` (centres undefined) gave inhibitors of VEEV 1.3%, H1N1 NS1A inhibition -3%, M. tuberculosis HTS 4%, M. tuberculosis -12% and PhoP GFP inhibition 0%.
CC(C)c1ccc(NS(=O)(=O)c2ccc3[nH]cc(C(=O)N4CCC(C(N)=O)CC4)c(=O)c3c2)cc1 was read as inhibitors of VEEV 0.8%, H1N1 NS1A inhibition 13%, M. tuberculosis HTS -2%, M. tuberculosis 6% and PhoP GFP inhibition -4%.
For Cc1cccc(NC(=O)Nc2c(C)n(C)n(-c3ccccc3)c2=O)c1 the results were inhibitors of VEEV 1.8%, H1N1 NS1A inhibition -7%, M. tuberculosis HTS 2%, M. tuberculosis -4% and PhoP GFP inhibition -8%.
`CN(C)c1ccc(CN(C(=O)/C=C/c2ccco2)C2CCS(=O)(=O)C2)cc1` (centres undefined) gave inhibitors of VEEV 0.0%, M. tuberculosis HTS 4%, M. tuberculosis 2% and PhoP GFP inhibition -1%.
For CCOC(=O)NC(Cc1c[nH]c2ccccc12)C(=O)NCCc1ccc(S(N)(=O)=O)cc1 (centres undefined) the results were inhibitors of VEEV inactive, H1N1 NS1A inhibition -9%, M. tuberculosis HTS 9%, M. tuberculosis -11% and PhoP GFP inhibition -1%.
`C[C@@H]1CN([C@H](C)CO)C(=O)c2cc(NC(=O)Nc3ccc4c(c3)OCO4)ccc2O[C@H]1CN(C)Cc1ccncc1` gave inhibitors of VEEV 1.1%, H1N1 NS1A inhibition 2%, M. tuberculosis HTS 3% and M. tuberculosis 6%.
COC(=O)c1ccccc1C(=O)N1CCCC(C(=O)c2ccc(OC)c(OC)c2)C1 (centres undefined) was read as inhibitors of VEEV 5.0%, H1N1 NS1A inhibition -13%, M. tuberculosis HTS -5%, M. tuberculosis 8% and PhoP GFP inhibition -3%.
Screening Cc1ccc(S(=O)(=O)Oc2ccc(/C=C(/NC(=O)c3ccccc3)C(=O)NCCCC(=O)O)cc2)cc1 returned inhibitors of VEEV 2.2%, H1N1 NS1A inhibition 8%, M. tuberculosis HTS 6%, M. tuberculosis -6% and PhoP GFP inhibition 6%.
Screening O=C(CSc1ccc2nnc(-c3ccccn3)n2n1)N1CCN(c2ccccc2)CC1 returned inhibitors of VEEV 8.8%, H1N1 NS1A inhibition 10%, M. tuberculosis HTS 6% and PhoP GFP inhibition -11%.
Cc1ccc(N2C(=O)C3C(C2=O)N2C(c4cccs4)C4C(=O)N(c5ccc(C)cc5)C(=O)C4N2C3c2cccs2)cc1 (centres undefined) was read as inhibitors of VEEV inactive, H1N1 NS1A inhibition 7%, M. tuberculosis HTS -8%, M. tuberculosis 42% and PhoP GFP inhibition -8%.

The closing 5 records of the section before lead into the next.
`C[C@@H]1CN([C@H](C)CO)C(=O)c2cc(NC(=O)Nc3ccc4c(c3)OCO4)ccc2O[C@H]1CN(C)Cc1ccncc1` gave inhibitors of VEEV 1.1%, H1N1 NS1A inhibition 2%, M. tuberculosis HTS 3% and M. tuberculosis 6%.
COC(=O)c1ccccc1C(=O)N1CCCC(C(=O)c2ccc(OC)c(OC)c2)C1 (centres undefined) was read as inhibitors of VEEV 5.0%, H1N1 NS1A inhibition -13%, M. tuberculosis HTS -5%, M. tuberculosis 8% and PhoP GFP inhibition -3%.
Screening Cc1ccc(S(=O)(=O)Oc2ccc(/C=C(/NC(=O)c3ccccc3)C(=O)NCCCC(=O)O)cc2)cc1 returned inhibitors of VEEV 2.2%, H1N1 NS1A inhibition 8%, M. tuberculosis HTS 6%, M. tuberculosis -6% and PhoP GFP inhibition 6%.
Screening O=C(CSc1ccc2nnc(-c3ccccn3)n2n1)N1CCN(c2ccccc2)CC1 returned inhibitors of VEEV 8.8%, H1N1 NS1A inhibition 10%, M. tuberculosis HTS 6% and PhoP GFP inhibition -11%.
Cc1ccc(N2C(=O)C3C(C2=O)N2C(c4cccs4)C4C(=O)N(c5ccc(C)cc5)C(=O)C4N2C3c2cccs2)cc1 (centres undefined) was read as inhibitors of VEEV inactive, H1N1 NS1A inhibition 7%, M. tuberculosis HTS -8%, M. tuberculosis 42% and PhoP GFP inhibition -8%.
For COc1cc2cc(C(c3nnnn3C(C)(C)C)N3CCc4ccccc4C3)c(=O)[nH]c2cc1OC (centres undefined) the results were inhibitors of VEEV 9.4%, H1N1 NS1A inhibition -5%, M. tuberculosis HTS inconclusive, M. tuberculosis 60% and PhoP GFP inhibition -4%.
Cc1ccc(C(=O)N2CCCC(Nc3ccc(C)c(C)c3)C2)c(=O)[nH]1 (centres undefined) was read as inhibitors of VEEV 1.9%, H1N1 NS1A inhibition 16%, M. tuberculosis HTS -3%, M. tuberculosis -5% and PhoP GFP inhibition -1%.
`O=C(CCN1CCCCO1)N1CCCC(Nc2cccc(F)c2)C1` (centres undefined) gave inhibitors of VEEV inactive, H1N1 NS1A inhibition -6%, M. tuberculosis HTS -15%, M. tuberculosis -12% and PhoP GFP inhibition -8%.
For Cn1cnc([N+](=O)[O-])c1Sc1ncn[nH]1 the results were inhibitors of VEEV inactive, H1N1 NS1A inhibition 21%, M. tuberculosis HTS 2%, M. tuberculosis 33% and PhoP GFP inhibition -4%.
For Cc1ccc(/C(N)=N/OC(=O)C(C)c2ccc([N+](=O)[O-])cc2)cc1 (centres undefined) the results were inhibitors of VEEV 0.9%, H1N1 NS1A inhibition 19%, M. tuberculosis HTS 8%, M. tuberculosis inconclusive and PhoP GFP inhibition -5%.
`Cc1cc(-c2ccc(C)c(S(=O)(=O)N3CCN(c4ccccn4)CC3)c2)on1` gave inhibitors of VEEV 4.5%, H1N1 NS1A inhibition -2%, M. tuberculosis HTS 5%, M. tuberculosis 15% and PhoP GFP inhibition 0%.
COc1ccc([N+](=O)[O-])cc1NS(=O)(=O)c1ccc(C(=O)N2CCCC2)cc1 was read as inhibitors of VEEV 0.4%, H1N1 NS1A inhibition -2%, M. tuberculosis HTS 9% and M. tuberculosis 16%.
For CC(=O)Nn1cnc2c(c1=O)C1(CCCCC1)Cc1ccccc1-2 the results were inhibitors of VEEV 0.4%, H1N1 NS1A inhibition 0%, M. tuberculosis HTS -4%, M. tuberculosis 6% and PhoP GFP inhibition -4%.
`CCOc1ccc(N(C)C(=O)CCc2nnc3ccc(N4CCCCC4)nn23)cc1` gave inhibitors of VEEV 1.7%, H1N1 NS1A inhibition 3%, M. tuberculosis HTS -5%, M. tuberculosis 7% and PhoP GFP inhibition -2%.
`O=C(Cc1ccccc1Cl)NNC(=O)Nc1ccccc1` gave inhibitors of VEEV inactive, H1N1 NS1A inhibition -8%, M. tuberculosis HTS -7%, M. tuberculosis -6% and PhoP GFP inhibition -7%.
`c1ccc(-c2noc(C34CC5CC(CC(C5)C3)C4)n2)cc1` gave inhibitors of VEEV 3.5%, H1N1 NS1A inhibition -22%, M. tuberculosis HTS -1%, M. tuberculosis 5% and PhoP GFP inhibition 6%.
Screening COc1ccc(NS(=O)(=O)c2cc(NC(=O)c3cccc(OCc4c(C)noc4C)c3)ccc2OC)cc1 returned inhibitors of VEEV 0.8%, H1N1 NS1A inhibition -7%, M. tuberculosis HTS 7%, M. tuberculosis 31% and PhoP GFP inhibition -3%.
Screening CCCn1nc(NC(=O)COC)c2cc3cc(C)ccc3nc21 returned inhibitors of VEEV 1.9%, H1N1 NS1A inhibition -7%, M. tuberculosis HTS 10%, M. tuberculosis 7% and PhoP GFP inhibition -10%.
For S=C(NCc1ccccc1Cl)Nc1ccccc1Cl the results were inhibitors of VEEV 4.7%, H1N1 NS1A inhibition -4%, M. tuberculosis HTS -6%, M. tuberculosis 70% and PhoP GFP inhibition -1%.
CC(=O)Nc1ccccc1C(=O)C(=O)Nc1ccc(F)cc1 was read as inhibitors of VEEV inactive, H1N1 NS1A inhibition 3%, M. tuberculosis HTS -1%, M. tuberculosis 3%, PhoP GFP inhibition -3% and inhibitors of VEEV 10K pilot screen 1.1.
For COc1ccc(NCCNc2ccc(OC)cc2)cc1 the results were inhibitors of VEEV inactive, H1N1 NS1A inhibition 16%, M. tuberculosis HTS -8%, M. tuberculosis inconclusive and PhoP GFP inhibition -1%.
For Cc1ccc(NC(=O)c2cccc(NC(=O)/C=C/c3ccco3)c2)cc1C the results were inhibitors of VEEV 10%, H1N1 NS1A inhibition -5%, M. tuberculosis HTS -7%, M. tuberculosis 39% and PhoP GFP inhibition -3%.
`S=C(NCCc1ccccc1)NN=C1CCCCCC1` gave inhibitors of VEEV 1.0%, H1N1 NS1A inhibition -4%, M. tuberculosis HTS 23µM*, M. tuberculosis inconclusive and PhoP GFP inhibition -1%.
Screening COc1ccc2c(c1)C(NC(C)=O)CCc1cc(OC)c(OC)c(OC)c1-2 (centres undefined) returned inhibitors of VEEV 12% and H1N1 NS1A inhibition 2%.
Screening COCc1c(C(=O)N2CCN(Cc3ccc(C#N)cc3)CC2)oc2ccccc12 returned inhibitors of VEEV inactive, H1N1 NS1A inhibition 7%, M. tuberculosis HTS 0%, M. tuberculosis 1% and PhoP GFP inhibition -1%.
Screening O=C(c1ccco1)N1CCN(c2ccc(Cl)cc2)CC1 returned inhibitors of VEEV 7.2%, H1N1 NS1A inhibition -2%, M. tuberculosis HTS -4%, M. tuberculosis 71% and PhoP GFP inhibition 0%.
`CCCCCCc1nnc(NC(=O)OCC)s1` gave inhibitors of VEEV 0.4%, H1N1 NS1A inhibition -1%, M. tuberculosis HTS -4%, M. tuberculosis 74% and PhoP GFP inhibition 11%.
For COc1ccc(N(C)S(=O)(=O)c2ccc(C)cc2)c([N+](=O)[O-])c1 the results were inhibitors of VEEV 0.4%, H1N1 NS1A inhibition 5%, M. tuberculosis HTS 10%, M. tuberculosis 4%, PhoP GFP inhibition 4% and inhibitors of VEEV 10K pilot screen 0.2.
`CCN(CC)CCN1C2=C(C(=O)CC(C)(C)C2)C(c2cccc(F)c2)C2=C1CC(C)(C)CC2=O` gave inhibitors of VEEV 0.7%, H1N1 NS1A inhibition -9%, M. tuberculosis HTS -3%, M. tuberculosis 15% and PhoP GFP inhibition 7%.
For NC(=O)C[C@@H]1NC(=O)CNC(=O)c2cc([N+](=O)[O-])cc(I)c2NCCC(C(N)=O)NC1=O (some centres undefined) the results were inhibitors of VEEV 0.2%, H1N1 NS1A inhibition 3%, M. tuberculosis HTS -3%, M. tuberculosis -7% and PhoP GFP inhibition -4%.
`COCc1c(C(=O)OCC(=O)NCc2ccco2)oc2ccccc12` gave inhibitors of VEEV 2.0%, H1N1 NS1A inhibition -4%, M. tuberculosis HTS 4% and M. tuberculosis 11%.
For COC(=O)c1c(NC(=O)c2nc3ccccc3s2)sc2c1CCN(C(C)=O)C2 the results were inhibitors of VEEV 7.2%, H1N1 NS1A inhibition 7%, M. tuberculosis HTS 3% and M. tuberculosis 5%.
Screening Cc1ccc(NS(=O)(=O)c2cccc(C(=O)NC3CCN(Cc4ccccc4)CC3)c2)cc1 returned inhibitors of VEEV 2.5% and H1N1 NS1A inhibition -4%.
Cc1cc(Cl)ccc1NC(=O)CN1C(=O)NC2(CCCc3ccccc32)C1=O (centres undefined) was read as inhibitors of VEEV 1.9%, H1N1 NS1A inhibition -4%, M. tuberculosis HTS -1%, M. tuberculosis 5% and PhoP GFP inhibition 8%.
Screening O=C(CCC(=O)Nc1ccccc1)N/N=C/c1cccnc1 returned inhibitors of VEEV 2.2%, H1N1 NS1A inhibition -5%, M. tuberculosis HTS -2%, M. tuberculosis -22% and PhoP GFP inhibition 14%.
`Cn1nccc1NC(=O)Nc1ccccc1` gave inhibitors of VEEV 0.3%, H1N1 NS1A inhibition -1%, M. tuberculosis HTS 0%, M. tuberculosis -9% and PhoP GFP inhibition 14%.
CC1CCN(C(=O)c2[nH]cnc2C(=O)N2CCN(c3ccccc3)CC2)CC1 was read as inhibitors of VEEV inactive, H1N1 NS1A inhibition -11%, M. tuberculosis HTS -8% and M. tuberculosis -33%.
`CC(C)CN1CCN(Cc2cccn2-c2cccnc2)CC1CCO` (centres undefined) gave inhibitors of VEEV 1.0%, H1N1 NS1A inhibition 3%, M. tuberculosis HTS 1%, M. tuberculosis 4% and PhoP GFP inhibition 2%.
`COc1ccc(Cl)cc1NC(=O)N1CCN(c2ccccc2OC)CC1` gave inhibitors of VEEV 5.2%, H1N1 NS1A inhibition -4%, M. tuberculosis HTS -4%, M. tuberculosis 9% and PhoP GFP inhibition 5%.
